LMPTP block: LMPTP (human) inhibition. hit rate 0.22% among 360,000. P24666. recombinant LMPTP-A, OMFP fluorogenic substrate, fluorescence intensity. inhibition, % at 20 µM;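 active means compounds that cut the enzyme signal by at least half of the control window in the single-dose screen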;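 further: plate controls were DMSO wells with enzyme plus substrate for no effect and substrate without enzyme for full effect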
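Test system: LMPTP-A, protein tyrosine phosphatase of low molecular weight; Input: 0.625 nM enzyme; Incubation: 50 min dark incubation at room temperature; Signal: endpoint fluorescence intensity from OMFP dephosphorylation; Read-out basis: % inhibition versus control wells.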
MsrA inhibitor: inhibitors of bovine MsrA; purified bovine MsrA, absorbance read-out; hit rate 0.75% among 360,000; AID 651718; inhibition, % at 15.5 µM; in the data active means inhibition above about 4.5%;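 further: 0% = vehicle wells with enzyme and 100% = reference inhibitor wells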
DNMT1 block: inhibitors of human DNMT1; P26358; DNMT1 molecular beacon, Hinp1I cleavage, fluorescence; inhibition (reported as % activation of signal), % at 10 µM; hit rate 0.83% among 360,000; AID 588458; in the data active means inhibition above about 50%
Target sequence (P26358 504-1616 limits assumed): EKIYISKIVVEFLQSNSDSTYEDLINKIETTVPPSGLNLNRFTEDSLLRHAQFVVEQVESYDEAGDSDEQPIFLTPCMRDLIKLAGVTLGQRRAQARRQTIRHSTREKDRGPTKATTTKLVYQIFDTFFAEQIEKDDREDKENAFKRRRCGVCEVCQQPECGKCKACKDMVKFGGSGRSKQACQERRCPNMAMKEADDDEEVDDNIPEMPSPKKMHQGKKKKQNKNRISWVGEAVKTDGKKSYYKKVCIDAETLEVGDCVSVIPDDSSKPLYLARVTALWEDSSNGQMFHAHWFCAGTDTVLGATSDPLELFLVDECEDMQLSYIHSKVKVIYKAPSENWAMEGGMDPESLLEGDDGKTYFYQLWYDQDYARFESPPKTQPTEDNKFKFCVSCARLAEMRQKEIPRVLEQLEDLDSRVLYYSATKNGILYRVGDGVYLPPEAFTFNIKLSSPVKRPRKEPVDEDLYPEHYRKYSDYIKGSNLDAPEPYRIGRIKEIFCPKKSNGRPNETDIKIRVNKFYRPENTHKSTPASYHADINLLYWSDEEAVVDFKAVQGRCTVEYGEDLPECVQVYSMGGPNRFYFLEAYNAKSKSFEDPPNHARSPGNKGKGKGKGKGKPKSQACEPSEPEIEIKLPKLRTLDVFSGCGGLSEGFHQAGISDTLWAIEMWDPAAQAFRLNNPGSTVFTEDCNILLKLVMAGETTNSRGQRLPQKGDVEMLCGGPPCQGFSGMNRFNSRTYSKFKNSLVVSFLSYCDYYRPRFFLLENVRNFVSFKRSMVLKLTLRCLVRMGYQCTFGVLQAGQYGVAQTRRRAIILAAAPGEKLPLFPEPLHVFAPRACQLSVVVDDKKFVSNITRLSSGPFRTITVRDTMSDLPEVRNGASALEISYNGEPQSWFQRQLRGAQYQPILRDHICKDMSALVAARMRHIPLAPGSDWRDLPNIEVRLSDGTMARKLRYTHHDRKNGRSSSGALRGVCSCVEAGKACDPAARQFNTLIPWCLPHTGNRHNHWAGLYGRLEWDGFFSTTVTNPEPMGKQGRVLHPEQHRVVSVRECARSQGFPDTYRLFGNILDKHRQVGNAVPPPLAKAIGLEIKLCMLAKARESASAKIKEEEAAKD
MsrA act: activates bovine MsrA enzyme; purified bovine MsrA, absorbance read-out; activation, % at 10.6 µM; hit rate 0.3% among 360,000; AID 602163; in the data active means activation above about 7.5%;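 further: 0% = vehicle and 100% = reference activator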
TbMetRS inhib: blocks T. brucei methionyl-tRNA synthetase activity; purified T. brucei MetRS, ATP depletion, Kinase-Glo luminescence; inhibition, % at 11.9 µM; hit rate 0.4% among 360,000;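 active means inhibition above a per-plate cutoff of the control wells' mean inhibition plus 3 SD, cut at about 5.5% in these data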;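 further: 0% = DMSO wells median and 100% = median of wells with control inhibitor compound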
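assay system = parasite MetRS enzyme | timing = 15 min preincubation, 2 h reaction, all 25 °C | evaluation = percent inhibition relative to median high and low control wells | medium = HEPES buffer containing pyrophosphatase, BSA, spermine, DTT | compound = single dose, 11.9 µM final nominal, 0.9% final DMSO | detection = Kinase-Glo luminescence, ATP depletion format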
STEP inh: STEP (human) phosphatase inhibition; inhibition, % at 20 µM; recombinant STEP, OMFP fluorogenic substrate, fluorescence; AID 588621; hit rate 0.25% among 360,000; P54829;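 active means inhibition at 20 µM, scaled per plate between control wells, above about 37%, limit read from the data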;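 further: 0% = DMSO with enzyme and substrate and 100% = substrate only without enzyme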
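material = STEP tyrosine phosphatase | reagent = fluorogenic phosphatase substrate OMFP at 25 µM final | doses = single compound dose of 20 µM, 1% DMSO final | schedule = 20 min reaction, room temperature, in the dark | measured by = fluorescence, 480/540 nm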
Scp1 inh: blocks human Scp-1 phosphatase activity; Q9GZU7; Recombinant Scp1, phosphopeptide, malachite green phosphate absorbance; inhibition, % at 20 µM; hit rate 0.88% among 340,000;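 active means inhibition above about 50% at 20 µM, limit read from the data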;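 further: plate controls were DMSO wells with enzyme for no effect and wells lacking enzyme for full effect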
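Material – SCP-1 phosphatase catalytic domain, residues 76-261 · Buffer or medium – Acidic Tris acetate buffer with magnesium and detergent · Also added – Phospho 17-mer peptide substrate · Compound – single 20 µM dose, 1% DMSO · Times – 45 min room-temperature reaction, 5 min colour, 30 min stabiliser · Technique – Phosphate-binding colour reagent, absorbance read at 630 nm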
CendR NRP1 mod: modulators of CendR peptide binding to human neuropilin-1. FAM-RPARPAR peptide binding to NRP-1, fluorescence polarization. inhibition, % at 25 µM. O14786. hit rate 0.85% among 360,000;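 active means inhibition or corrected inhibition above about 18%, plus a signal ratio from 0.5 to 1.5, limit read from the data, passing the limit was not always enough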; further: strong numbers were not always called active
eLon inh: E. coli protease La inhibition | inhibition, % at 7.94 µM | hit rate 0.42% among 360,000 | purified E. coli Lon protease, fluorescence polarization; in the data active means inhibition above about 13%, passing the limit was not always enough;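 further: 0% = enzyme with probe and DMSO and 100% = no enzyme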
SUMO1 PPI mod: alters human SUMO1 binding to SIM partners. P63165. SUMO1 binding to a labelled peptide, TR-FRET, 1 h. inhibition, % at 20 µM. hit rate 0.33% among 360,000. AID 602429; in the data active means inhibition above about 37%
* = called active by the depositor; . = not tested or not shown. Rows are unselected; about 4.3% have a hit in one of these screens.

no. | molecule | Scp1 inh | DNMT1 block | STEP inh | eLon inh | TbMetRS inhib | CendR NRP1 mod | SUMO1 PPI mod | LMPTP block | MsrA act | MsrA inhibitor
1 | C/C(=N\Nc1nc2ccccc2s1)c1ccc2c(c1)OCO2 | -6 | -5 | -2 | -12 | 0.8 | 6 | -2 | 2.4 | 0 | 2.0
2 | COc1cccc(OCC(O)CO)c1 (centres undefined) | -13 | -1 | -2 | 8 | -0.8 | -3 | -2 | -0.3 | -3 | 0.6
3 | O=C(Nc1ccccc1C(=O)N1CCCCCC1)c1ccccc1 | 58* | 2 | 1 | 4 | -0.5 | 5 | -4 | -1.2 | -2 | -0.5
4 | CC(=O)c1ccc(NC(=O)CCc2nnc3ccc(N4CCCC4)nn23)cc1 | -1 | 2 | 1 | -6 | -1.0 | 6 | -11 | -0.7 | -4 | -0.3
5 | CN1CCc2c(n(CC(O)CNCc3ccccc3)c3ccccc23)C1=O (centres undefined) | -8 | -5 | 0 | -1 | -0.4 | 5 | -2 | 0.4 | -3 | -0.9
6 | CC(C)CNc1nc(N)c([N+](=O)[O-])c(NCc2ccccc2)n1 | -3 | 1 | 0 | 8 | -1.1 | 11 | 3 | -2.1 | -7 | 2.7
7 | O=C1CN(C(=O)Cn2ncc(Cl)c(Cl)c2=O)c2ccccc2N1 | -1 | 45 | 1 | 2 | -0.1 | -8 | -5 | -1.8 | -2 | -1.0
8 | Cc1cc(NC(=O)c2ccc3c(c2)C(=O)N(C)C3=O)no1 | -12 | 0 | -1 | -7 | 0.0 | -7 | -25 | -1.2 | -1 | 0.0
9 | ON=C1c2ccccc2-c2ccc(Br)cc21 | -16 | -1 | -2 | 1 | -0.3 | -4 | -19 | 1.2 | -1 | -0.3
10 | O=C(NCc1ccccc1F)C1CCC(=O)N(Cc2ccc(Cl)cc2)C1 (centres undefined) | -8 | 1 | -1 | -2 | 0.5 | 14 | 2 | 0.1 | -9 | 0.1
11 | Nn1c(SCc2ccc(Br)cc2)nnc1-c1cccnc1 | 1 | 0 | -2 | 4 | -1.2 | -10 | -3 | -1.1 | -7 | -1.5
12 | CCN(CC)C(=O)C1CCCN(Cc2cccc(Oc3ccccc3)c2)C1 (centres undefined) | -11 | 0 | 4 | -14 | 0.1 | -12 | 4 | -1.6 | -2 | -1.1
13 | COc1ccc2c(c1OC)C(=O)N1C2SC[C@H]1C(=O)NCCC(C)C (some centres undefined) | 0 | 14 | -4 | 11 | -1.7 | 4 | -1 | 2.3 | -11 | -0.7
14 | O=C(NCc1ccco1)C(c1ccccc1)N(C(=O)Cc1cccs1)c1ccccc1F (centres undefined) | -5 | -3 | 0 | -1 | -0.4 | -3 | -2 | 0.4 | 3 | -0.4
15 | Cc1[nH]nc(SCC(=O)NCCc2ccccc2)c1[N+](=O)[O-] | -13 | 0 | 5 | 2 | 0.4 | 7 | -7 | -0.6 | -4 | 1.0
16 | NC(=O)c1ccccc1NC(=O)CSC1=NCCS1 | -2 | 2 | -2 | -8 | -0.4 | 10 | -1 | -1.2 | -6 | -1.6
17 | CCc1nc2ccc(C(=O)Nc3ccc4c(c3)OCC(=O)N4)cn2c1N(CC)CCOC | . | 0 | -3 | -8 | 0.3 | -4 | 1 | -0.1 | -3 | 0.8
18 | Cc1ccccc1C(=O)Nc1cccc(NC(=O)Cn2cnc3c(=O)n(C)c(=O)n(C)c32)c1 | -4 | -6 | -1 | -10 | 0.2 | -10 | -3 | -1.7 | -3 | .
19 | O=C(CN(c1ccccc1)S(=O)(=O)c1ccc(F)cc1)NCc1cccs1 | -5 | 0 | 2 | 1 | -0.1 | 4 | -1 | -0.6 | 0 | 0.5
20 | CSc1ccccc1NC(=O)Cc1ccccc1[N+](=O)[O-] | 2 | 1 | 0 | -7 | -1.0 | -12 | -9 | 0.3 | -6 | -0.5
21 | O=C(CCc1nc2ccccc2c(=O)[nH]1)OCC(=O)N1CCN(S(=O)(=O)c2ccccc2)CC1 | -10 | 0 | 2 | -5 | -0.3 | 4 | 2 | -0.6 | -5 | -0.4
22 | O=[N+]([O-])c1ccc(Cl)c(S(=O)(=O)/N=C(/Nc2cccnc2)c2ccccc2)c1 | -7 | 1 | 1 | -4 | -0.1 | 11 | -27 | -1.5 | -1 | 0.1
23 | Cc1cc(OCC(=O)Nc2cnn(CCCC(=O)O)c2)ccc1[N+](=O)[O-] | 5 | 1 | 1 | -3 | -0.9 | -2 | 0 | 0.2 | -11 | 1.0
24 | CCOc1cc(N2CCOCC2)c(OCC)cc1NCC(=O)N1CCN(Cc2ccccc2)CC1 | -4 | -10 | 3 | 6 | 0.0 | 1 | -2 | -1.6 | -1 | 0.5
25 | Cc1ccnc(NC(=O)CCC(=O)N(CC(=O)NC2CCCCC2)CC2CCCO2)c1 (centres undefined) | -3 | 2 | -4 | -10 | -1.1 | -6 | 2 | -0.1 | 2 | 0.6

In the list so far, two contain an aryl methoxy group:
no. | molecule | Scp1 inh | DNMT1 block | STEP inh | eLon inh | TbMetRS inhib | CendR NRP1 mod | SUMO1 PPI mod | LMPTP block | MsrA act | MsrA inhibitor
2 | COc1cccc(OCC(O)CO)c1 (centres undefined) | -13 | -1 | -2 | 8 | -0.8 | -3 | -2 | -0.3 | -3 | 0.6
13 | COc1ccc2c(c1OC)C(=O)N1C2SC[C@H]1C(=O)NCCC(C)C (some centres undefined) | 0 | 14 | -4 | 11 | -1.7 | 4 | -1 | 2.3 | -11 | -0.7

The list goes on:
no. | molecule | Scp1 inh | DNMT1 block | STEP inh | eLon inh | TbMetRS inhib | CendR NRP1 mod | SUMO1 PPI mod | LMPTP block | MsrA act | MsrA inhibitor
26 | CC(C)(C)n1nc2c(c1NC(=O)c1ccc([N+](=O)[O-])cc1)CS(=O)(=O)C2 | 10 | 1 | -3 | -3 | -0.4 | 8 | -30 | -2.0 | -2 | 0.1
27 | Cc1cc(C)n(-c2cc(N3CCN(C(=O)c4ccccc4C)CC3)ccc2[N+](=O)[O-])n1 | -4 | 2 | -2 | 0 | -1.5 | 10 | -18 | -0.9 | -5 | 0.7
28 | CN(CC(=O)NC1CCCCC1)S(=O)(=O)c1ccc(Br)s1 | -9 | -1 | -4 | -10 | -0.7 | -7 | 1 | -1.6 | -4 | -1.3
29 | COc1ccc2c(C)cc(SCC(=O)Nc3ncc(Cl)cc3Cl)nc2c1 | 4 | -3 | 2 | 4 | -0.9 | -7 | -49 | -1.2 | -10 | -0.6
30 | O=C(Nc1cccn(Cc2c(Cl)cccc2Cl)c1=O)c1ccc(Cl)cc1 | -5 | -8 | 0 | 4 | 0.1 | -14 | 0 | 4.0 | 3 | 0.9
31 | NC(=O)C1CCN(C(=O)/C=C/c2cc(Br)ccc2F)CC1 | -5 | 1 | -3 | -5 | 0.2 | -3 | -7 | -2.0 | -3 | -1.2
32 | CC(C)NC(=O)c1onc(CSc2ccccc2)c1C(=O)O | -2 | 1 | -2 | 1 | -0.2 | 11 | 5 | -0.1 | -1 | -0.3
33 | CC(NC(=S)NCCCN1CCOCC1)C12CC3CC(CC(C3)C1)C2 (centres undefined) | -5 | 1 | 2 | 8 | -0.7 | 27* | 0 | -5.3 | -6 | -0.8
34 | CCn1ccnc1CN(C)Cc1nc(-c2ccc3c(c2)OCO3)no1 | -2 | 3 | -1 | -3 | 0.2 | 6 | -1 | 0.8 | -3 | -0.3
35 | Cc1ccc(N/C(N)=N/c2nc(CSc3nnc(N)s3)cc(=O)[nH]2)cc1 | -1 | 2 | 6 | -12 | 0.4 | 12 | 4 | 0.9 | -3 | -0.3
36 | COc1ccc(-n2cc(CNCCc3ncc(C)[nH]3)c(-c3ccccc3Cl)n2)cc1 | -10 | -1 | 2 | 7 | -0.1 | 0 | 0 | -2.3 | -4 | 2.7
37 | COc1ccc(OC)c(/C=N/NC(=O)c2cc[n+](CC(=O)c3ccccc3)cc2)c1 | -5 | 2 | 0 | -2 | -1.3 | -5 | -24 | -0.9 | -8 | 1.6
38 | CCOC(=O)c1c(NC(=O)COC(=O)c2cc(OC)c(OC)cc2[N+](=O)[O-])sc(C)c1CC | -8 | -5 | 3 | -2 | -1.1 | -7 | -2 | 0.3 | -11 | 0.1
39 | CCCn1c(SCC(=O)NC2CCCCC2)nnc1-c1cccnc1 | -1 | 0 | 1 | 2 | 0.1 | 9 | 5 | -0.2 | -4 | -0.7
40 | CCOC(=O)C1=C(COC(=O)c2cc(S(=O)(=O)N3CCOCC3)ccc2F)NC(=O)NC1C (centres undefined) | -6 | -1 | -1 | -9 | -0.5 | -6 | 2 | 0.1 | -3 | -0.9
41 | O=C(c1ccco1)N1CCN(C(=O)c2cccn3c(=O)c4c5c(sc4nc23)CCCC5)CC1 | -2 | 1 | 1 | -17 | -0.2 | -40 | 0 | 1.0 | -3 | 0.3
42 | CCOC(=O)c1ccc(N=NN(C)C)cc1 | 11 | -5 | 1 | -2 | -0.6 | 0 | -8 | 1.1 | -3 | 1.5
43 | CCN(CC(=O)Nc1c(F)cccc1F)C(=O)C1=COCCO1 | -8 | -1 | -5 | 2 | -0.3 | -9 | 5 | -2.5 | -2 | 0.5
44 | Nc1ccccc1C#Cc1cnccn1 | -4 | 0 | -1 | -1 | 0.2 | 10 | -8 | -0.5 | -5 | 4.1
45 | COc1ccc(-c2ccc(S(=O)(=O)N3CCOCC3)cc2)cc1 | -7 | 10 | 3 | 3 | 0.2 | 4 | 3 | -1.0 | -3 | .
46 | Cc1ccccc1C(=O)N1CCC(C(=O)N2CCN(c3ncccn3)CC2)CC1 | 0 | 2 | 2 | 1 | -0.1 | 3 | 3 | -0.4 | -2 | -0.5
47 | CN(C(=O)COC(=O)C1CCN(S(=O)(=O)c2c(Cl)cccc2Cl)CC1)c1ccccc1 | 1 | -3 | 0 | -7 | -0.5 | -8 | 1 | 1.1 | -1 | -1.5
48 | N#Cc1c(N)n(-c2ccccc2N)c2nc3ccccc3nc12 | -11 | -9 | 1 | -11 | 0.3 | -9 | -20 | 1.4 | -3 | 0.9
49 | CCN(CC(=O)Nc1c(F)cccc1F)C(=O)c1ccc(OC)c(S(=O)(=O)NC2CCCC2)c1 | . | 5 | -2 | 0 | -0.5 | -13 | -6 | -2.0 | -7 | -1.2
50 | O=c1c2ccccc2nc2n1C(CSc1ccc(F)cc1)CN2 (centres undefined) | 5 | 5 | -2 | -7 | 0.0 | 3 | -3 | -1.1 | -7 | 1.4
51 | C=CCOC(=O)C1=C(C)NC(=S)NC1c1cccs1 (centres undefined) | -1 | 0 | 0 | 7 | -1.1 | 18 | 1 | -1.7 | -14 | 0.5
52 | COc1cccc(Oc2cc(Cl)nc(N)n2)c1 | -2 | 1 | -4 | -9 | -0.3 | -1 | 1 | 0.1 | -4 | 0.6
53 | COc1cc(/C=C/C(=O)Nc2ccc(N3CCCCC3)c(S(=O)(=O)Nc3ccccc3Cl)c2)cc(OC)c1OC | 1 | -13 | -4 | 14 | -0.8 | 7 | 0 | 2.4 | -5 | 0.9
